Screening data: PubChem, The Scripps Research Institute Molecular Screening Center
CHRM5 PAM – CHRM5 positive allosteric modulation. P08912. CHO-K1 hM5, Fluo-8 calcium, ACh EC20 PAM; 0% = ACh EC20, 100% = ACh EC100. activation, % at 3 µM. 360,000 compounds, 0.3% hits. AID 624038;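 active = activation above the run cutoff, the mean activation of all test compounds plus 3 SD, cut at about 18% in these data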
Target sequence (P08912 whole entry, looked up): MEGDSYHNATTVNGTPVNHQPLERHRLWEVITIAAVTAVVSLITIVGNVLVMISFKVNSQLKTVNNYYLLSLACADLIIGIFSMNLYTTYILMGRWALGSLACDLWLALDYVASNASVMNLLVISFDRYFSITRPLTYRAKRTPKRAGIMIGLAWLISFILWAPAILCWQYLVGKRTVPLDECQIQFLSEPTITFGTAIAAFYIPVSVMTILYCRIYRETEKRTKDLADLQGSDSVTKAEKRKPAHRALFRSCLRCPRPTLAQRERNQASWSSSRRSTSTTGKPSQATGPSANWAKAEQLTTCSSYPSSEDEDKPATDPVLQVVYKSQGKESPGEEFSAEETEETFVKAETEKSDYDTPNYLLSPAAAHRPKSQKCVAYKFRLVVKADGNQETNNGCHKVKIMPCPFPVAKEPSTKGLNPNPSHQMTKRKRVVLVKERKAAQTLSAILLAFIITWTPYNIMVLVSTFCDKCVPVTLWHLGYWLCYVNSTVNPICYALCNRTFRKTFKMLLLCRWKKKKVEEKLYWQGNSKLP
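System: CHO-K1 hM5 cells. Reagent: acetylcholine, EC20 level. Compound dosing: single dose, 3 µM nominal final test concentration. Timing: Post-acetylcholine fluorescence recording 140 s. Detection: Fluo-8 calcium fluorescence. Read-out: % activation, ACh-normalized. Benchmarks: ACh EC20 and EC100 wells. Repeats: singlicate, one well per test compound.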
CHRM5 agonist – agonists of human muscarinic M5 receptor (CHRM5). CHO-K1 hM5 cells, Fluo-8 calcium fluorescence; 0% DMSO wells, 100% maximal acetylcholine response. activation, % at 3 µM. 360,000 compounds, 0.19% hits. AID 624037;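 active = activation above the run's mean over test compounds plus 3 SD, cut at about 23% in these data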;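 also: signal is peak over basal fluorescence ratio across the kinetic read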
CHRM4 agonist – CHRM4 agonism in calcium assay; CHO-K1 hM4/Gqi5, Fluo-8 calcium fluorescence; vehicle 0%, full acetylcholine response 100%; P08173; 360,000 compounds, 0.14% hits; AID 624127; activation, % at 3 µM;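 active = activation above the run mean over all test wells plus 3 SD, cut at about 32% in these data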;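 also: peak over basal fluorescence ratio per well then scaled between controls; 0% = DMSO wells and 100% = acetylcholine at EC100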
Target sequence (P08173 whole entry, looked up): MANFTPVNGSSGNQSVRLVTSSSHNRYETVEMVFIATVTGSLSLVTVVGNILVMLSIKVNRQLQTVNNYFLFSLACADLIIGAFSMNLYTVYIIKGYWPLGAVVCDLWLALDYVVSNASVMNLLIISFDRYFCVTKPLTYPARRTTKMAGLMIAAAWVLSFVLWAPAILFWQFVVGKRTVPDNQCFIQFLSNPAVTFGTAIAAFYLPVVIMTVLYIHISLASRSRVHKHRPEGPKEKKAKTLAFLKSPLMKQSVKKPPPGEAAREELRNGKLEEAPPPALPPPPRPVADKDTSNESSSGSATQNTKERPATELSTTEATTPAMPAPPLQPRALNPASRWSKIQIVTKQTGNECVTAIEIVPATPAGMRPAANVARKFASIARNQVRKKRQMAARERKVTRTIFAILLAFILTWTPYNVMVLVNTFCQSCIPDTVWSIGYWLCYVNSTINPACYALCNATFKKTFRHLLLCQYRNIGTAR
CHO-K1 Ca antag – M1 antagonist counterscreen hit in parental CHO-K1 cells. 360,000 compounds, 0.6% hits. AID 602250. ATP-induced calcium, Fluo-8 fluorescence. inhibition, % at 3 µM;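 active = inhibition above a per-plate cutoff, the plate's mean sample inhibition plus 3 SD, cut at about 24% in these data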;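 also: 0% = DMSO plus EC80 ATP and 100% = DMSO alone without ATP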
CHRM4 antagonist – CHRM4 antagonism in calcium assay. P08173. CHO-hM4 cells, ACh EC80, Fluo-8 calcium fluorescence. inhibition, % at 3 µM. 360,000 compounds, 0.73% hits;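 active = inhibition above its plate's cutoff, the mean inhibition of sample wells plus 3 SD, cut at about 27% in these data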;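 also: 0% = acetylcholine EC80 with DMSO and 100% = DMSO without agonist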
M1 PAM parental – nonselective activator or artifact in parental CHO-K1 calcium assay | ATP EC20, Fluo-8 calcium fluorescence; 0% at ATP EC20, 100% at ATP max | 360,000 compounds, 0.02% hits | AID 602247 | activation, % at 3 µM;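 active = activation above the run cutoff, the mean activation of all test compounds plus 3 SD, cut at about 40% in these data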;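 also: peak over basal fluorescence ratio in a 140 s read after ATP addition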
CHRM5 antagonist – blocks acetylcholine activation of human M5 receptor. P08912. CHO-hM5 cells, Fluo-8 calcium fluorescence, ACh EC80. inhibition, % at 3 µM. 360,000 compounds, 0.59% hits;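 active = inhibition above a per-plate cutoff, the mean of that plate's test compounds plus 3 SD, cut at about 27% in these data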;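 also: 0% = acetylcholine EC80 with DMSO and 100% = DMSO without agonist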
M1 ag parental – nonselective activator or artifact in parental CHO-K1 cells | activation, % at 3 µM | Fluo-8 calcium fluorescence; scaled to maximal ATP response, vehicle zero | 360,000 compounds, 0.48% hits | AID 602248; in the data active = activation above about 15%;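 also: untransfected CHO-K1 host cells lacking M1 receptor as counterscreen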
M4 PAM – potentiates acetylcholine response at human M4 receptor; P08173; AID 624126; activation, % at 3 µM; CHO-K1 hM4/Gqi5, Fluo-8 calcium fluorescence, ACh EC20; 0% = ACh EC20, 100% = maximal ACh; 360,000 compounds, 0.4% hits;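 active = activation above its plate's cutoff, the mean activation of sample wells plus 3 SD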; also: some results filed as inactive read as strong as hits
* marks the source's active call; other numbers are inactive results; · = no result given. Outcome played no part in choosing rows, and some 2.7% of all compounds hit somewhere here.

SMILES	CHRM5 PAM	CHRM5 agonist	CHRM4 agonist	CHO-K1 Ca antag	CHRM4 antagonist	M1 PAM parental	CHRM5 antagonist	M1 ag parental	M4 PAM
CSc1ncccc1C(=O)OCC(=O)N1CCc2ccccc21	0	-3	1	5	-5	6	13	0.3	0
O=C(c1ccco1)N1N=C(c2ccc(Br)cc2)CC1(O)C(F)(F)F (centres undefined)	-14	-6	5	3	6	7	-9	0.9	-19
S=C(Nc1ccccc1Cl)N(CCN1CCCCC1)Cc1ccco1	-6	-7	0	1	5	-8	-1	0.6	-11
Cn1c(=O)c2c(ncn2CCNC2=NCCCCC2)n(C)c1=O	7	1	2	-4	1	-8	5	0.5	4
Cc1cc(C)n(-c2ccc(F)cc2CN2CCN(C3CCCC3)C(CCO)C2)n1 (centres undefined)	-4	-22	1	-14	-2	19	-9	1.1	-33
c1ccc(CSc2nccc(-c3ccco3)n2)cc1	7	0	-1	-12	0	19	-2	0.2	1
COC(=O)C1=C(C)N(Cc2ccccc2)C(=NCC(C)C)N[C@H]1c1cccc(C(F)(F)F)c1	0	4	20	10	21	-4	3	4.0	5
C1CC(CN2CCOCC2)CN(c2nc3nonc3nc2N2CCSCC2)C1 (centres undefined)	-4	-3	3	-3	5	14	5	0.8	-3
CCOc1ccc2[nH]c(C)c(CN3CCN(C)CC3)c(=O)c2c1	-2	-1	0	0	6	8	-1	0.2	-4
CCOC(=O)Cn1nc(/C=C/c2ccc(C(C)C)cc2)ccc1=O	-11	0	6	1	-9	-6	-5	1.1	0
COc1ccc(-c2nn(-c3ccccc3)cc2CNCc2cccnc2)c(F)c1	5	2	2	-13	-6	22	-1	0.6	-4
O=C(Nc1ccc(C(=O)N2CCC(O)(c3ccc(Cl)c(C(F)(F)F)c3)CC2)cc1)c1ccc(Br)o1	-3	2	8	-11	3	0	-4	1.4	-1
OCCN(Cc1ccccc1)Cc1ccc(Cl)cc1	-4	-4	0	-21	-6	7	-2	-0.4	3
CC(=O)Nc1ccc(NC(=O)C2Cc3c(-c4ccco4)ccnc3O2)cc1 (centres undefined)	2	2	1	-16	-9	16	-3	0.2	-3
Cc1nn(C)c(C)c1S(=O)(=O)N1CCC(C(=O)NC(C)c2ccccc2)CC1 (centres undefined)	-5	1	2	-13	6	11	-1	0.3	-6
CCOC(=O)C(NC(=O)CC(C)C)(Nc1cc(C)on1)C(F)(F)F (centres undefined)	4	-3	1	-10	-2	23	0	0.4	1
O=C(NC(=S)Nc1ccc2[nH]c(=O)[nH]c2c1)c1cccc(F)c1	5	-3	1	-10	1	21	2	1.1	6
Cc1cccc(N2C(=O)CS/C2=N\NC(=O)c2ccc(Cl)cc2)c1C	1	-1	0	-16	-14	-1	-7	-0.2	3
O=C(Nc1c2c(nn1-c1ccccc1)CS(=O)C2)c1ccc2c(c1)OCO2 (centres undefined)	-8	-5	1	-2	9	7	24	0.5	-2
CCc1cc(=O)oc2cc(OC(C)C(=O)NCC3CCC(C(=O)O)CC3)c(Cl)cc12 (centres undefined)	-3	0	0	3	-6	7	5	0.7	0
C=C(C)Cn1c(N)cc(=O)nc1SCC(=O)Nc1cccc(C(F)(F)F)c1	1	-1	3	-15	3	12	3	1.1	-1
COc1ccc(N(CC(=O)Nc2cc(C)ccc2C)S(=O)(=O)c2c(C)nn(C)c2C)cc1	-3	-1	3	-4	-6	8	1	2.0	5
CCCOCC1CC2(CC(C)(c3csc(N)n3)OC2=O)C(=O)O1 (centres undefined)	2	-1	0	13	6	5	7	0.3	9
C#CC[N+](C)(C)CC#Cc1ccc(C)cc1	1	-10	1	-10	-3	-4	-4	-0.1	-4
O=C(NC1CCCC1)C(c1ccncc1)N(CC1CCCO1)C(=O)Cn1nnc(-c2cccs2)n1 (centres undefined)	3	-8	0	-16	4	15	1	0.9	-2
Cc1cc(C)c(C(=O)COC(=O)CNC(=O)c2ccccc2C)c(C)c1	4	0	4	-1	-8	17	0	1.4	-3
Cc1ccc(CSc2nnc(CS(=O)Cc3ccc(Cl)cc3Cl)n2C)cc1 (centres undefined)	3	-1	3	-20	1	13	-5	0.9	4
CCCNC(=O)C(Cc1cccc(OC)c1)NC(=O)c1ccc(C(C)(C)C)cc1 (centres undefined)	4	0	3	-9	6	8	10	-0.3	10
Cc1cc(NC(=O)COC(=O)c2ccc(F)c(S(=O)(=O)N3CCOCC3)c2)no1	0	-1	1	-5	-2	21	1	0.6	0
Cc1sc2ncnc(N3CCOCC3)c2c1C	-1	5	3	-4	3	-4	-5	1.5	-1
CCc1cc(=O)oc2cc(OCC(=O)N3CCC[C@H]3C(=O)O)ccc12	3	0	1	9	-1	-2	1	0.1	5
CCOC(=O)C1(C)CCCN(C(=O)c2ccccc2F)C1 (centres undefined)	-1	0	1	-4	-5	5	-3	0.9	4
COc1ccc(N(C(C)C(=O)N(C)Cc2ccccc2)S(C)(=O)=O)cc1 (centres undefined)	6	-5	4	-19	-18	-1	-1	1.1	1
O=C(CSCc1ccccc1)N=Nc1c(O)[nH]c2ccccc12	1	-3	1	3	-1	-1	2	0.5	3
Cc1ccc(NCN2C(=O)C(=O)c3ccccc32)nc1	3	2	0	13	3	1	0	-0.1	3
O=C1C(C=Nc2ccc(F)cc2)=C(O)c2ccccc21	0	2	0	-1	-5	17	-1	0.0	-1
COc1cccc(CC2(CO)CCN(Cc3cnc(N4CCOCC4)s3)CC2)c1	2	1	1	-6	16	0	0	0.5	-2
Cc1nnc2sc(-c3ccc(-c4ccc(Cl)c(C(F)(F)F)c4)o3)nn12	1	-1	0	5	-4	4	-6	-0.1	16
CCCCCNC(=O)C(c1cc2ccccc2o1)n1c(=O)c(-c2ccccc2)nc2ccccc21 (centres undefined)	6	5	0	·	-1	·	-7	·	-6
CCOC(=O)C1=CCC(c2cccc(C)c2)N(S(=O)(=O)c2ccc(C)cc2)C1 (centres undefined)	-10	0	0	8	12	11	9	0.9	-13

Some of the entries so far, with values under each structure.
The line under a structure holds: CHRM5 PAM | CHRM5 agonist | CHRM4 agonist | CHO-K1 Ca antag | CHRM4 antagonist | M1 PAM parental | CHRM5 antagonist | M1 ag parental | M4 PAM
- CCc1cc(=O)oc2cc(OCC(=O)N3CCC[C@H]3C(=O)O)ccc12
    3 | 0 | 1 | 9 | -1 | -2 | 1 | 0.1 | 5
- CCOC(=O)C1(C)CCCN(C(=O)c2ccccc2F)C1 (centres undefined)
    -1 | 0 | 1 | -4 | -5 | 5 | -3 | 0.9 | 4

(list continues)
SMILES	CHRM5 PAM	CHRM5 agonist	CHRM4 agonist	CHO-K1 Ca antag	CHRM4 antagonist	M1 PAM parental	CHRM5 antagonist	M1 ag parental	M4 PAM
COc1ccccc1C(NC(=O)C1CCN(CCc2ccc(Br)cc2)CC1)c1ccccn1 (centres undefined)	-4	-3	1	-8	0	16	2	0.3	3
N#Cc1cccc(C(=O)C(=O)N2CCC(c3ccccc3)CC2)c1	1	-3	2	·	-12	·	-3	·	1
Cc1nn(-c2ccccc2)c(Cl)c1/C=N/Nc1nc2ccccc2n1C	-7	-5	4	-1	-8	12	3	1.2	-2
CC(C)(C)CN1C(=O)C(=O)NC[C@@H]1CC1CCCCC1	-7	7	0	-8	-4	-5	-1	-0.2	14
O=C(Nc1cccc(Cl)c1)c1csc([C@H]2C[C@H](O)[C@@H](CO)O2)n1	2	2	2	-8	5	14	3	1.9	-4
O=C(COc1cccnc1[N+](=O)[O-])Nc1ccccc1Sc1ccccc1	0	-2	3	-16	3	18	0	3.9	6
O=C(NCCN1CCc2ccccc2C1)C1CC(=O)N(C2CCCC2)C1 (centres undefined)	-1	-7	1	-19	-8	20	0	0.2	2
Cc1ccc(S(=O)(=O)Nc2ccccc2C(=O)N2CCCCCC2)cc1	1	-1	1	0	1	14	0	0.3	3
CC(NC(=O)Nc1ccc(Cl)cc1)c1ccc2c(c1)OCO2 (centres undefined)	-9	-1	9	-20	-11	11	-14	5.5	-6
CN(CC(=O)NCCCN1CCOCC1)S(=O)(=O)c1cc(Cl)ccc1Cl	0	-6	1	0	-9	4	-7	0.5	5
CN1CCN(/C(=N\S(=O)(=O)c2ccc(F)cc2)c2ccccc2)CC1	6	-3	0	2	2	1	2	0.0	12
Cc1ccc(OCC(=O)N/N=C/c2ccncc2)cc1C	-2	6	2	-15	0	25	-4	2.9	-1
C/C(CC(=O)Nc1ccc(C)c(Cl)c1)=N\NC(=O)C1CCCCC1	-4	0	1	11	11	-17	8	-0.2	-9
COCCN(Cc1ccccc1)C(=O)c1cccc(S(=O)(=O)N2CCN(c3ccccc3)CC2)c1	2	-1	6	-10	-22	2	3	3.3	11
CSc1nsc(NN)n1	-3	1	-1	2	-6	-6	7	0.2	3
COc1cccc(Cn2c(C(C)n3c(C)nc4ccccc43)nc3ccccc32)c1 (centres undefined)	7	4	7	·	-17	·	-16	·	0
Cc1ccc(N2CC(C(=O)NCCS(=O)(=O)N3CCN(c4ccccc4F)CC3)CC2=O)cc1 (centres undefined)	0	-2	0	4	4	9	6	5.3	2
COc1ccc(NC(=O)Cc2ccc(C)cc2)cc1S(=O)(=O)N1CCCCC1	-2	1	5	-20	-5	13	2	4.2	-5
COc1ccccc1C(=O)Nc1ccc2nc(SCC(=O)N(C)C)sc2c1	-6	2	5	-12	3	25	-3	3.2	7
O=C(Nc1ccccc1NC(=O)c1ccccc1F)c1ccccc1F	-1	3	5	-8	-6	17	2	2.0	1

Another view of some results above:
structure | CHRM5 PAM | CHRM5 agonist | CHRM4 agonist | CHO-K1 Ca antag | CHRM4 antagonist | M1 PAM parental | CHRM5 antagonist | M1 ag parental | M4 PAM
COc1ccccc1C(=O)Nc1ccc2nc(SCC(=O)N(C)C)sc2c1 | -6 | 2 | 5 | -12 | 3 | 25 | -3 | 3.2 | 7
CN(CC(=O)NCCCN1CCOCC1)S(=O)(=O)c1cc(Cl)ccc1Cl | 0 | -6 | 1 | 0 | -9 | 4 | -7 | 0.5 | 5

Remaining list, next part:
SMILES	CHRM5 PAM	CHRM5 agonist	CHRM4 agonist	CHO-K1 Ca antag	CHRM4 antagonist	M1 PAM parental	CHRM5 antagonist	M1 ag parental	M4 PAM
O=C1c2ccccc2NC(c2cccc(F)c2)N1Cc1ccccc1 (centres undefined)	-15	-10	0	4	-7	1	9	1.4	-11
CC1Oc2ccccc2N(CC(=O)NCCN2CCOCC2)C1=O (centres undefined)	-1	-2	2	0	6	-7	11	0.0	-2
Cc1ccsc1C1Nc2ccccc2C(=O)N1O (centres undefined)	1	-1	1	-3	-5	14	2	0.3	2
CCCn1c2c(c(=N)c3c1CCC3)CCCC2	-1	-4	1	12	2	-10	5	0.1	0
COc1ccc(/C=C\c2nc(O)c([N+](=O)[O-])c(=O)[nH]2)cc1O	-4	-1	8	-9	1	17	-3	2.1	-8
O=C(NCCc1ccncc1)C12CC3CC(CC(C3)C1)C2	2	-1	0	18	6	-3	1	-0.6	0
COc1ccc(CNC(=O)C(C)N(C)Cc2cccc(F)c2)cc1 (centres undefined)	7	-3	1	-14	-19	20	-9	-0.1	11
O=C(CNC(=O)c1ccco1)NCC(=O)OCc1ccc(Cl)cc1Cl	1	1	1	-11	0	11	-3	0.8	-1
COc1cc(C(=O)NCC2CCCN2S(=O)(=O)c2cccs2)cc(OC)c1OC (centres undefined)	-1	2	1	-12	2	-20	0	-0.4	8
CCOC(=O)c1[nH]c(C)c(C(=O)OCC(=O)NCc2ccc(OC)c(OC)c2)c1C	-9	4	5	-19	-9	10	9	2.5	17
